# GSK3B inh: human GSK3beta kinase inhibitors, primary screen, biochemical, cell-free homogeneous, HTS. Glycogen synthase kinase-3 beta (Homo sapiens), P49841. GST-GSK3beta kinase, ADP-Glo luminescence, 60 min; hits give low values. activity score (negative = inhibition), % at 10 µM. AID 2097, 2009. 0.038% of 300,000 active;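 active means more than half of replicate wells score below -50%, meaning over 50% inhibition versus plate controls; inconclusive means some replicates but at most half score below -50%; inactive means no replicate scores below -50%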;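 further: 0% = median DMSO wells and -100% = median GW8510 positive control wells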
#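 Assay system: GST-tagged human GSK3beta kinase, cell-free; Input: 1.6 ng GSK3beta; Medium: Tris/MgCl2 kinase buffer; Timing: 60 min enzyme reaction, room temperature; Signal: ADP-Glo luminescence quantifying ADP generated by kinase; Evaluation: score relative to plate controls; Benchmarks: DMSO neutral wells and GW8510 at 20 µM as positive.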
# Dyrk1A ADPGlo: rat Dyrk1A kinase inhibitors, primary screen, biochemical, single point, plate reader; AID 504441, 2011; ADP-Glo luminescence, NFATc1 peptide; Dual specificity tyrosine-phosphorylation-regulated kinase 1A (Rattus norvegicus), Q63470; inhibition, % at 12.5 µM; 0.43% of 310,000 active; in the data active means inhibition above about 50%;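 further: plate controls were vehicle with enzyme for no effect and no enzyme for full effect; many of its hits are not listed in these tables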
# KCNQ1 pot: potentiators or activators of KCNQ1 channel, primary screen, cell-based, thallium flux, high-throughput; Potassium voltage-gated channel subfamily KQT member 1 (Homo sapiens), P51787; CHO-K1 KCNQ1, thallium flux FluxOR fluorescence; hits give high values; B-score at 10 µM; 0.35% of 310,000 active; AID 2648, 2010;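 active means fluorescence ratio B-score, a plate-corrected score, at least three library SD, with initial intensity B-score within 5 SD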
# Target sequence (P51787 whole entry, looked up): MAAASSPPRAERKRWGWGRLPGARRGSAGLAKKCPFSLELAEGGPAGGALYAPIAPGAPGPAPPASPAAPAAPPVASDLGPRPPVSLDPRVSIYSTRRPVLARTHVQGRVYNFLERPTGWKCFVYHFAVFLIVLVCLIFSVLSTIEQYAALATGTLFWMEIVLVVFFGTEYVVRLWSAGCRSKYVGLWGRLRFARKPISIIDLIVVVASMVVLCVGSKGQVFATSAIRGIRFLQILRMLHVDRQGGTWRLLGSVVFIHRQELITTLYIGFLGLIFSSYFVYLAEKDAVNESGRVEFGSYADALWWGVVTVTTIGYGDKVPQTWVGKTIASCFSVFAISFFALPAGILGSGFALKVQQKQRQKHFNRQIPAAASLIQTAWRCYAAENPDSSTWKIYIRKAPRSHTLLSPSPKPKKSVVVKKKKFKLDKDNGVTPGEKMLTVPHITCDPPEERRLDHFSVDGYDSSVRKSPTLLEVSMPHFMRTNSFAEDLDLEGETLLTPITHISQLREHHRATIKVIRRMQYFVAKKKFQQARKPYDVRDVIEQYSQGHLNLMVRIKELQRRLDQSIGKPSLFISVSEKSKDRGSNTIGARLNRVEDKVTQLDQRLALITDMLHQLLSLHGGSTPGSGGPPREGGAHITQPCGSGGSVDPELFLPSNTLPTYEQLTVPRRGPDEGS
#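 assay system = KCNQ1-transfected CHO-K1 cells | medium = assay buffer with matched DMSO | probe or stimulus = depolarizing K+/Tl+ stimulus, K2SO4 and Tl2SO4 each 12.5 mM in 5x stock | dosing = single dose | incubation = dye 90 min, compound 20 min, room temperature | detection = kinetic FluxOR fluorescence, 10 s baseline plus 110 s post-stimulus | evaluation = ratio B score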
# KCNK9 inh: KCNK9 potassium channel inhibitors, primary screen, HEK293 cells, thallium flux; Potassium channel subfamily K member 9 (Homo sapiens), Q9NPC2; FluxOR thallium flux fluorescence; hits give low values; B-score at 10 µM; 1.2% of 310,000 active; AID 488922, 2010;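 active means ratio B-score over 3 SD below the library mean, with starting fluorescence within 5 SD of its mean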;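 further: negative B-score means less thallium flux so channel inhibition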
# GSK3 alpha inh: blockers of GSK3A enzyme activity – biochemical, luminescence, cell-free homogeneous, HTS, primary screen; inhibition, % at 10 µM; 0.1% of 320,000 active; Glycogen synthase kinase-3 alpha (Homo sapiens), P49840; GSK-3 alpha kinase, ADP-Glo luminescence, 60 min;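 in the data active means inhibition above about 50%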;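 further: GST-tagged GSK-3 alpha with peptide substrate and 25 µM ATP; 0% = DMSO neutral wells and 100% = GW8510 positive control wells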
# RGS4 act: RGS4 potentiators or activators, primary screen, cell-based, HEK293 M3R inducible RGS4, calcium flux | carbachol calcium flux Fluo4; hits give low values | B-score at 10 µM | 0.92% of 310,000 active | AID 463111, 2010;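 active means B-score of the integrated calcium signal more than 4 SD below the library mean, with starting fluorescence not abnormally high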;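 further: negative B-score means reduced calcium response which marks RGS4 activation or potentiation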
#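 Detection: kinetic calcium fluorescence imaging with Fluo4-AM dye, 2 µM / Material: HEK293 cells with stable M3R and inducible RGS4 / Schedule: recording 10 s baseline at 1 Hz, 100 s post-agonist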
# KCNQ1 inh: inhibitors of human KCNQ1 channel, primary screen, cell-based, thallium flux, high-throughput; Potassium voltage-gated channel subfamily KQT member 1 (Homo sapiens), P51787; CHO-K1 KCNQ1, FluxOR thallium flux fluorescence; hits give high values; 1.3% of 310,000 active; B-score at 10 µM; AID 2642, 2010;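 active means compounds whose thallium flux B-score, printed positive for inhibition, exceeds three library SD while starting fluorescence stays within three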;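 further: channel opened by potassium depolarization with thallium stimulus after 20 min compound exposure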
# KCNK3 inh: human KCNK3 channel inhibitors, primary screen, CHO cells, FluxOR thallium flux, B-score | Potassium channel subfamily K member 3 (Homo sapiens), O14649 | FluxOR fluorescence; hits give low values | B-score at 10 µM | 0.84% of 340,000 active | AID 602410, 2012;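 active means B-score under library mean minus 4 SD, starting fluorescence ratio at most library mean plus 5 SD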;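 further: more negative B-score means stronger inhibition of thallium flux through KCNK3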
# HDAC3 inhib: HDAC3 deacetylase inhibitors, primary screen, biochemical, fluorescence, cell-free homogeneous; recombinant HDAC3, fluorogenic peptide/trypsin coupled; inhibition, % at 8.3 µM; 0.15% of 320,000 active; in the data active means inhibition above about 26%, passing the limit was not always enough; inconclusive means no clear call, values can overlap the other calls
# Target sequence (O15379 whole entry, looked up): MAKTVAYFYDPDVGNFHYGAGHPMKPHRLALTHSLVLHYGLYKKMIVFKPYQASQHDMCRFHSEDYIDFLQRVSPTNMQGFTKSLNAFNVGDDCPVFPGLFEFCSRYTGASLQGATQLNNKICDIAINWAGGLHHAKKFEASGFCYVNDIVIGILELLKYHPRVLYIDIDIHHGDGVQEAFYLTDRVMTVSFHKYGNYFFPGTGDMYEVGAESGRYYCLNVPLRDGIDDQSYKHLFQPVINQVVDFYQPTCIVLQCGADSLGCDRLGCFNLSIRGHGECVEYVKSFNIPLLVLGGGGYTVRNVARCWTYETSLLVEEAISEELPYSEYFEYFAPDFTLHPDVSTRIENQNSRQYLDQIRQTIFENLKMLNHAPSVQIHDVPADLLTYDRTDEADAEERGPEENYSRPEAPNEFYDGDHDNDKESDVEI
# hERG rescue: hERG rescue from dofetilide block, primary screen, cell-based, CHO-hERG, FluxOR thallium flux, dofetilide IC70 | AID 1511, 2009 | activation (rescue from dofetilide block), less the hit threshold, % at 10 µM | Voltage-gated inwardly rectifying potassium channel KCNH2 (Homo sapiens), Q12809 | dofetilide IC70 present | 0.51% of 310,000 active;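 active means activation above the mean of controls blocked by dofetilide plus 5 SD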;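 further: thallium influx through hERG after potassium depolarization seen as dye fluorescence rise; in these data hits start at about 4.7%; inactives centre near -7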
# PolyA inhibitor: polyadenylation inhibitors in yeast reporter cells, primary screen, luminescence, S. cerevisiae; S. cerevisiae SKY197-pL101 polyadenylation reporter, beta-gal luminescence; efflux-impaired pdr1/pdr3 knockout yeast; score 100 = 6 SD above DMSO; calls only at 12 µM; 0.02% of 300,000 active;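 active means lowest replicate activity score at least 50, where 100 means six control SD above control mean; inconclusive means lowest score under 50 but half or more replicates reach 50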;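 further: yeast exposed to compound for 9 h at 30 °C; higher score means more reporter readthrough which indicates perturbed polyadenylation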
# * = called active by the depositor; i = inactive; ? = inconclusive; / = no result given. An excerpt; rates above refer to the full screens.
SMILES,GSK3B inh,Dyrk1A ADPGlo,KCNQ1 pot,KCNK9 inh,GSK3 alpha inh,RGS4 act,KCNQ1 inh,KCNK3 inh,HDAC3 inhib,hERG rescue,PolyA inhibitor
Cn1c(=O)[nH]c2ncccc21,1.0,0.4,i,i,2.0,i,i,i,-9.7,-5.5,i
CC1(c2ccc(OC(F)F)cc2)NC(=O)N(CC(=O)Nc2ccc3c(c2)OCO3)C1=O (stereo unspecified),-1.4,2.3,13*,-9.8*,-6.0,i,i,i,3.6,-16.1,i
COc1ccc2[nH]c(=O)c(CNc3cc(C)ccc3C)cc2c1,0.1,8.5,i,i,-1.0,i,i,i,-3.4,-15.9,i
O=C(O)C1Cc2[nH]cnc2C(c2ccccc2O)N1 (stereo unspecified),-2.6,/,i,i,-1.6,i,i,i,-3.8,-4.2,i
O=C(c1ccc2ccccc2n1)N1CCN(c2ccccc2)CC1,2.7,-9.3,i,i,2.3,i,i,i,-2.1,0.5,i
C=CCOc1ccc(/C=N/n2cncn2)cc1OC,1.7,-4.1,i,i,-32.3,i,i,i,6.5,-16.9,i
COc1ccc([N+](=O)[O-])c(OC)c1C(=O)NC(=O)Nc1nc(C)nc(C)n1,-1.6,2.1,i,i,-0.4,i,i,i,-3.3,-12.5,i
CCOc1ccccc1CNC(c1ccccc1)c1ccccc1,2.4,1.7,i,i,-0.2,i,i,-10.3*,7.6,-11.9,i
C=C(C)C1CC=C(C)/C(=N/NC(=S)Nc2ccccc2)C1 (stereo unspecified),-3.5,-6.9,i,i,1.0,i,i,i,-1.1,-6.6,i
S=c1nc2ccccc2c2nc(-c3ccccc3)[nH]n12,1.3,15.1,i,i,-0.6,i,i,i,-4.1,-13.0,i
Cc1cc(C(=O)Nc2ccc(F)cc2C)cs1,-2.9,-3.9,i,i,-0.4,i,i,i,?,-7.9,i
CN(C)c1ccc(P(=O)(OC2CCCCC2)C(O)c2ccccn2)cc1 (stereo unspecified),-23.1,/,i,i,0.3,i,i,i,4.2,-11.4,i
CC(=O)Nc1ccc(S(=O)(=O)NCCc2ccccn2)cc1,1.1,/,i,i,2.7,i,i,i,4.3,-8.8,i
Cc1ccc2nc3ccc(N4CCN(C)CC4)nn3c(=O)c2c1,0.1,40.9,i,i,3.3,i,i,i,-13.5,-1.6,i
O=C1CCCC2=C1C(c1ccc(Br)cc1)c1c([nH]c(=S)[nH]c1=O)N2 (stereo unspecified),5.3,0.8,i,i,-0.3,i,i,i,18.6,-9.1,i
CCCCC(CC)COC1(c2ccccc2)OC(=O)c2ccccc21 (stereo unspecified),-0.4,9.2,i,-17.7*,-4.0,i,i,i,6.5,-6.2,i
Cc1cc(C)cc(NC(=O)CN2C(=O)c3ccccc3C2=O)c1,3.5,-3.5,i,i,4.7,i,i,i,4.7,-4.3,i
Cc1ccccc1-n1c(SCC(=O)NCC2CCCO2)nc2c([nH]c3ccccc32)c1=O (stereo unspecified),-0.3,3.9,i,i,-0.2,i,i,i,-7.0,-12.6,i
O=C(N/N=C/c1ccc(F)cc1)c1ccc(OCc2ccccc2)cc1,3.0,7.5,i,i,-3.9,i,i,i,6.6,-11.2,i
Cc1onc(-c2ccccc2Cl)c1C(=O)Nc1nc2ccc(S(C)(=O)=O)cc2s1,-23.0,4.1,i,i,-1.0,i,i,i,-4.5,-8.8,i
COc1cc(/C(C)=N/NC(=O)c2cccc(S(=O)(=O)N3CCCC3)c2)cc(OC)c1OC,-4.3,-4.5,i,i,1.0,i,i,i,5.6,-8.7,i
CC1CCN(C2=NC(=O)/C(=C/c3cccc(O)c3)S2)CC1,2.7,-3.3,i,i,-1.0,i,i,i,4.6,-2.1,i
CCn1c(O)c(C=C2N=c3ccccc3=N2)sc1=S,2.8,2.7,i,i,/,i,i,i,5.9,-14.9,i
CSC1=NCCN1C(=O)c1ccc2c(c1)OCO2,-2.8,-2.5,i,i,-7.6,i,i,i,5.7,-4.5,i
CCCC1C(c2ccco2)NC(c2ccco2)CC1(C)O (stereo unspecified),-4.7,-6.9,i,i,1.4,i,i,i,3.1,-5.5,i

# One compound at a time, from the list above:
# Results for `COc1cc(/C(C)=N/NC(=O)c2cccc(S(=O)(=O)N3CCCC3)c2)cc(OC)c1OC` = GSK3B inh = -4.3; Dyrk1A ADPGlo = -4.5; KCNQ1 pot = i; KCNK9 inh = i; GSK3 alpha inh = 1.0; RGS4 act = i; KCNQ1 inh = i; KCNK3 inh = i; HDAC3 inhib = 5.6; hERG rescue = -8.7; PolyA inhibitor = i
# Results for `CCn1c(O)c(C=C2N=c3ccccc3=N2)sc1=S` = GSK3B inh = 2.8; Dyrk1A ADPGlo = 2.7; KCNQ1 pot = i; KCNK9 inh = i; GSK3 alpha inh = /; RGS4 act = i; KCNQ1 inh = i; KCNK3 inh = i; HDAC3 inhib = 5.9; hERG rescue = -14.9; PolyA inhibitor = i

# The list goes on.
SMILES,GSK3B inh,Dyrk1A ADPGlo,KCNQ1 pot,KCNK9 inh,GSK3 alpha inh,RGS4 act,KCNQ1 inh,KCNK3 inh,HDAC3 inhib,hERG rescue,PolyA inhibitor
COc1ccc(-c2nnc(NC(=O)c3ccc(S(=O)(=O)N(C)CC4CCCO4)cc3)o2)c(OC)c1 (stereo unspecified),2.0,1.9,i,i,1.6,i,i,i,6.4,-7.1,i
COCCNc1ccc([N+](=O)[O-])cc1C(=O)Nc1cccc(C)n1,-0.4,/,i,i,-0.9,i,i,i,1.2,-1.3,i
C#CCSc1nnc(-c2sc(-c3ccccc3)nc2C)n1C,-7.2,-8.6,i,i,/,i,i,i,-33.9,-8.1,i
Cc1ccc(NC(=O)CCC(=O)N/N=C/c2ccc([N+](=O)[O-])o2)cc1C,6.6,-5.5,i,i,-0.7,i,i,i,-0.6,-10.0,i
COc1ccc(/C=N/NC(=O)CC#N)cc1Oc1nc(Cl)ncc1F,1.5,-7.6,i,i,-0.7,i,i,i,4.7,-3.0,i
CCC(CC)NC(=O)c1cccc(Br)c1,1.5,/,i,i,-4.0,i,i,i,4.3,-10.9,i
CCOc1cccc(=O)c2c(C)n(Cc3ccco3)c(C)c12,0.3,-0.3,i,i,0.2,i,i,i,4.6,-10.6,i
CCC(SC1=NCCS1)C(=O)Nc1nnc(-c2ccccc2OC)s1 (stereo unspecified),3.5,4.2,i,-10.2*,-1.0,i,i,i,-5.2,-6.7,i
CCOC(=O)c1c(N2CCCCC2)c2ccccc2[nH]c1=O,2.1,7.3,i,i,1.3,i,i,i,11.1,-11.1,i
CCN(CC)c1ccc(C=Nc2cc(C)ccc2C)c(O)c1,-0.5,0.6,i,i,-0.7,i,i,i,2.7,-21.0,/
O=C(c1nc2ccccn2c1CN1CCCC(c2nc3ccccc3o2)C1)N1CCCC1 (stereo unspecified),3.6,4.8,i,i,-2.3,i,i,i,-2.6,-23.1,i
O=C(C1=C[C@@H](c2ccc(Br)cc2)C[C@@H](OCc2ccc(CO)cc2)O1)N1CCOCC1,0.7,6.5,i,i,1.2,i,i,i,-1.4,-6.1,i
CC(C)OC(=O)Cn1nnc2c(cnn2-c2ccccc2)c1=O,-0.9,8.1,i,i,-0.7,i,i,i,-0.4,-9.5,i
O=C(NCCS(=O)(=O)N1CCN(c2ccc(F)cc2)CC1)C1CC(=O)N(c2ccccc2)C1 (stereo unspecified),-3.5,/,i,i,-1.5,i,i,i,-4.0,-9.7,i
CCOC(=O)C1C(=O)N(C(=O)c2cncc(Br)c2)CC1c1ccccc1 (stereo unspecified),-1.1,2.6,i,i,-0.9,i,i,i,5.1,-4.1,i
Cc1ccc(NC2=CC(=O)C(=O)c3ccccc32)cc1,3.0,7.3,i,i,0.7,i,i,i,9.4,-9.4,i
O=C(CSCc1c(Cl)cccc1Cl)NCc1cccnc1,-2.1,2.3,i,i,-3.6,i,i,i,-2.3,1.1,i
O=C(NCCc1ccc(Cl)cc1)C1CCCN(c2ncnc3c2nc2n3CCCCC2)C1 (stereo unspecified),2.5,/,i,i,-2.1,i,i,i,0.5,-10.9,/
C=CCOc1ccc(/C=C/C(C)=N\O)cc1,0.5,0.2,i,i,-0.1,i,i,i,3.3,-15.6,i
Cc1cc(C(=O)Nc2ccccc2C#N)n(-c2ccccc2)n1,-2.7,-5.1,i,i,-0.3,i,i,i,1.1,-5.2,/
COc1ccc(C(=O)Nc2nc3ccccc3[nH]2)cc1S(=O)(=O)N1CCOCC1,0.7,55.0*,i,i,-3.5,i,i,i,6.2,-20.5,i
Clc1ccc(CN(Cc2ccc(Cl)cc2)c2nn[nH]n2)cc1,4.2,-7.5,i,i,/,i,i,i,2.5,-17.8,i
O=S(=O)(O)c1nnc2sc3ccccc3n12,0.3,15.5,i,i,-28.1,i,i,i,4.6,-6.2,i
COc1ccc(NC(=O)COC(=O)c2ccncc2)c(OC)c1,4.3,2.8,i,i,0.0,i,i,i,-9.9,-3.4,i
Cc1nc2ccccc2n1Cc1n[nH]c(=S)n1-c1ccc(Cl)cc1,-0.5,3.1,i,i,/,i,i,i,-0.7,-9.4,i
CCOc1cccc(-c2cc(-c3n[nH]c(=S)n3CC)c3ccccc3n2)c1,-1.6,1.0,i,i,-2.1,i,i,i,7.0,-5.4,i
CCCc1cc(C(=O)Nc2ccc(F)c(Cl)c2)no1,1.3,10.2,i,i,-1.8,i,i,i,1.3,-2.9,i

# Screening results from PubChem BioAssay.
